AMA1 RON2 block = AMA1-RON2 (P. falciparum) interaction inhibition. AlphaScreen AMA1-biotinylated RON2 peptide binding. Potency, µM (series often up to 58.2 µM), for the others: top-dose activity change, negative = inhibition, most hits filed as inhibitors. 360,000 tested, 0.2% active. AID 720542;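 also: potency is read from the fitted curve at half-maximal effect; 0% = vehicle wells and -100% = peptide control; nearly all actives have a fitted effect of over 45% in size; some results filed as inactive show a strong effect at the top dose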
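AMA1 (3D7) with his tag at 25 nM final met compounds first, then biotinylated RON2 peptide at 25 nM; detection used donor plus acceptor beads, 10 µg/mL apiece, read by AlphaScreen after 30 min at room temperature.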
Giardia FBPA inh = Giardia lamblia aldolase inhibition; A8B2U2; purified Giardia FBPA; Potency, µM (titrated, usually from 59.6 µM), for inactives: at the highest dose activity, negative = inhibition, usual class: inhibitors; 290,000 tested, 0.71% active; AID 2451; also: potency is read from the fitted curve at half-maximal effect; nearly all actives have a fitted effect of over 55% in size
Target sequence (A8B2U2 whole entry, looked up): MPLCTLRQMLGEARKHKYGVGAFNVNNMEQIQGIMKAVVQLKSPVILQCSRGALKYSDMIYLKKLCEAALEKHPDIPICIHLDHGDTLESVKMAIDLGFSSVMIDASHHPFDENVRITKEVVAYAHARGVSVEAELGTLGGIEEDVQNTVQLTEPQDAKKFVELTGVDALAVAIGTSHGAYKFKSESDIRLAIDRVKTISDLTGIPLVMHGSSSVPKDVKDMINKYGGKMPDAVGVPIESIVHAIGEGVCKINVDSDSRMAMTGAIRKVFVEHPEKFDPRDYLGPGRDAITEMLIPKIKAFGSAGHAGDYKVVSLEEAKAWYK
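Giardia FBPA (40 nM reagent) was preincubated 10 min at RT with compound (up to 57.5 uM final), then substrate plus GAPDH/TPI/NAD/arsenate coupling system with diaphorase/resazurin was added; resorufin fluorescence (525/598 nm) was read after 20 min.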
HCV inh = HCV inhibition. Huh7.5.1 HCVcc-Cre infection, luciferase reporter, 44 h. Potency, µM (doses to about 41.8 µM), without a hit: at the top dose activity change, negative = inhibition, hits mostly inhibitors. 340,000 tested, 3.4% active. AID 651820; also: potency is read from the fitted curve at half-maximal effect
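1,000 cells/well; 4 h culture; + compound; + HCVcc-Cre (~0.5 moi); 44 h; luciferase substrate, RT 15 min; read 15 sec.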
HCMV inh = inhibitors of human cytomegalovirus. activity change, negative = inhibition, % at 57.5 µM. 410,000 tested, 4.5% active. HFF cells, HCMV-luciferase reporter, 72 h; hits give low values; in the data active = activity change below about -60%; inconclusive = no clear call, values can overlap the other calls; inactive = above about -39%
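After 16 h attachment at 37C, HFF cells received test compound and HCMV-luciferase (1 PFU/cell); reporter luminescence read 72 h later, data normalized against buffer-only and known inhibitor Salinomycin.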
AmpC detergent = inhibitors of E. coli AmpC beta-lactamase with detergent | AID 485294 | 370,000 tested, 0.041% active | Potency, µM (titrated, usually from 114 µM), without a hit: at the top dose activity change, negative = inhibition, hits mostly inhibitors | AmpC hydrolysis of nitrocefin, absorbance 480 nm, 0.01% Triton;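 also: potency is read from the fitted curve at half-maximal effect; 0% = no-compound wells and -100% = no-enzyme wells; nearly all actives have a fitted effect of over 25% in size; some results filed as inactive show a strong effect at the top dose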
Target sequence (P00811 whole entry, looked up): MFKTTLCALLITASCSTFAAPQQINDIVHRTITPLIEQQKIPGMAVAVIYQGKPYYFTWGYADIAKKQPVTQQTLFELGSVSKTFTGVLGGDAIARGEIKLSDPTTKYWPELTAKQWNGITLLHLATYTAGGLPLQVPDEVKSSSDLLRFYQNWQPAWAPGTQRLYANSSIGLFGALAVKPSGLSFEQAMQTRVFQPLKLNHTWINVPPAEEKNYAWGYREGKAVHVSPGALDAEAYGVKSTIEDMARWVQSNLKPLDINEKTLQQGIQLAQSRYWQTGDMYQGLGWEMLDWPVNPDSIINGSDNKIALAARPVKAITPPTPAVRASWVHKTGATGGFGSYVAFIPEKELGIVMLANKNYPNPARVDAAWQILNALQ
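20 mM phosphate pH 7.0 + 0.01% (detergent screen) or 0.0001% Triton X-100; 5.3 nM AmpC reagent; cpd preinc 15 min RT; nitrocefin (800 uM stock) to start; A480 q20 s × 4 min; Activity was normalised to no-enzyme and no-compound control wells.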
Sm TGR inh = inhibitors of Schistosoma mansoni thioredoxin glutathione reductase | AID 485364 | purified TGR, DTNB reduction, TNB absorbance 405 nm | Potency, µM (titrated, usually from 114 µM), for the others: at the top dose activity change, negative = inhibition, actives largely listed as inhibitors | Q962Y6 | 360,000 tested, 3% active; also: potency is read from the fitted curve at half-maximal effect; nearly all actives have a fitted effect of over 60% in size
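First, TGR (20 nM dispensed) and NADPH were mixed with compound. Second, a 15 min room-temperature incubation followed. Third, further NADPH and then DTNB were added to start the reaction. Finally, TNB absorbance was monitored kinetically.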
Active calls of the source: *; ? = inconclusive; . = not tested or not shown; & = joins results of further samples; [ ] = remark or other dose. Unless noted, calls follow the shape of the dose curve; as a rule, active = well fitted curve in the direction sought with a large enough effect; inconclusive = small, poorly fitted or top-dose-only effect, or another doubt; inactive = no such curve, though single readings can be large; an effect the other way counts as inactive or inconclusive. Unless noted, % is scaled to controls: 0 for no effect and ±100 for the full control effect.

SMILES	AMA1 RON2 block	Giardia FBPA inh	HCV inh	HCMV inh	AmpC detergent	Sm TGR inh
CC(CCc1ccccc1)NS(=O)(=O)c1ccccc1 (stereo unspecified)	9%	0%	11%	?	1%	1%
CN(Cc1ccc(Cl)s1)C(=O)CCl	10%	-1%	?	135	?	2.8µM*
Cc1cc(=O)oc2cc(OCC(=O)Nc3nnc(C(C)C)s3)ccc12	16%	2%	-2%	-5	-2%	-17%
CCN(CC)c1ccc(NC(=O)CCS(=O)(=O)c2ccc(Br)cc2)c(C)c1	15%	2%	-9%	17	-5%	-17%
CCCNC(=O)/C(=C/c1cn(S(=O)(=O)N(C)C)c2ccccc12)NC(=O)c1ccc(OC)cc1	-1%	0%	-24%	-27	5%	10%
CC(Nc1cccc(C(=O)NC2CC2)c1)c1nnc(-c2ccccc2)o1 (stereo unspecified)	1%	.	-18%	65	.	.
c1ccc2c(N3CCOCC3)nc(N3CCOCC3)nc2c1	-12%	-5%	-28%	69	-3%	-5%
C=C(C)CSc1nnc(-c2ccc(OC)cc2)n1N	-7%	1%	-3%	129	1%	7%
NNC(=O)Cn1nc2n(c1=O)-c1ccccc1SC2	7%	-1%	11%	?	1%	17%
C/C(N)=C(/C#N)C(=O)COc1ccc(Cl)cc1Cl	-1%	8%	-1%	-3	-15%	5%
Cc1ccc(NC(=O)CN2C(=O)NC3(CCCCCC3)C2=O)cc1Cl	-6%	.	?	-12	3%	7%
COc1ccc(NC(=O)c2ccc3c(=O)n4c(nc3c2)CCCCC4)cc1	-1%	.	?	-30	-5%	0%
CCc1ccccc1Nc1ncnc2c1nc1n2CCCC1	.	.	.	34	13%	2%
Cc1oc(-c2cc(F)cc(F)c2)nc1CN1CCN(C(=O)c2ccco2)CC1	-1%	5%	?	10	?	-5%
COc1ccc(/C=C/C(=O)OCC(=O)c2ccc3c(c2)NC(=O)CO3)cc1	-5%	0%	-14%	-35	-1%	4%
COc1ccccc1-n1c(=O)[nH]c2c(C(N)=O)nc(CC(C)C)nc21	11%	-7%	-3%	33	?	0%
O=C1NC(=O)C(=Cc2ccccc2OCCOc2ccc([N+](=O)[O-])cc2)C(=O)N1	0%	?	-7%	.	3%	?
COc1ccc(-c2[nH]c(-c3cccc(OC)c3)nc2SCC(=O)NC2CCCC2)cc1	?	-9%	?	-26&-24	9%&-12%	18%&0%
CCOC(=O)C1=C(CN2CCN(c3cccc(OC)c3)CC2)NC(=O)NC1c1ccc(OC)cc1 (stereo unspecified)	.	.	.	6	13%	-3%
CCN(Cc1ccncc1)C(=O)c1cc(COc2ccc(C)c(C)c2)on1	-2%	.	?	-74*	-6%	-10%
CN(CC(=O)Nc1ccc(F)cc1)C(=O)C1CCCC1	-3%	.	13%	4	0%	0%
COc1ccc(CCC(=O)N(C)CC(=O)Nc2cc(C)ccc2C)cc1	-1%	6%	2%	11	1%	7%
CCOc1ccccc1CNC(=O)c1ccc(Sc2ccc(Cl)cc2)c(NC(C)=O)c1	4%	0%	?	-22	-7%	-1%
CC(C)N(CCCNC(=O)Cn1c(=O)c2cccn2c2ccc(F)cc21)Cc1ccccc1	0%	-7%	-10%	-6	?	-17%
O=C(CSc1nc2ccccc2n1Cc1ccc(F)c(Cl)c1)N1CCN(c2ccc(F)cc2)CC1	.	.	.	-1	-3%	6%
CCn1c(SCC(=O)NCCc2ccccc2)nc2c(c1=O)SC(C)C2 (stereo unspecified)	-1%	8%	?	-7	-14%	-8%
CCOC(=O)COc1ccc2ccccc2c1/C=C/[N+](=O)[O-]	-6%	-28%	?	-99*	-2%	?
O=C(Nc1sc2c(c1C(=O)O)CCC2)c1cccs1	-3%	?	-22%	59	-11%	-19%
CCOc1cc(C(=O)Nc2ccccc2N2CCOCC2)ccc1OCC(=O)N1CCCCC1	6%	2%	11%	13	2%	-3%
CCOC(=O)c1c(NC(=O)Cn2cc([N+](=O)[O-])cn2)sc2c1CCC2	20%	0%	?	-5	2%	25%
Cc1nc(-n2nc(C)c(Cc3ccc4c(c3)OCO4)c2C)sc1C(=O)Nc1cccc(Cl)c1	.	.	.	-15	24%	-15%
CCOc1ccc(N(CC(=O)Nc2ccc(C)cc2)S(=O)(=O)c2c(C)noc2C)cc1	1%	-1%	-24%	-34	?	-12%
Cc1ccc(CNC(=O)c2ccc(Cn3c(SCc4ccccc4F)nc4cccnc43)cc2)cc1	.	.	.	-17	2%	4%
C=CCn1c(SCc2ccccc2)nnc1-c1cccnc1	-6%	-3%	8%	7	4%	-8%
CCOC(=O)c1cc(-c2ccc(F)cc2)n(CC(=O)Nc2nccs2)c1C	80%[activator]	.	-27%	?	.	.
Cc1ccc(S(=O)(=O)c2nc(-c3ccccc3)oc2NCCCN2CCOCC2)cc1	37%[activator]	-8%	10%	13	3%	-22%
CC1(C)CC(=O)C2=C(C1)Nc1ccccc1NC2c1ccc2c(c1)OCO2 (stereo unspecified)	-3%	-4%	-4%	41	?	22%
Clc1ccc(CN2CCN(c3ncnc4scc(-c5cccs5)c34)CC2)cc1	-22%	-13%	?	-98*	-13%	-18%
CC(C)(C)n1nc2c(c1NC(=O)COc1ccc(F)cc1)CS(=O)(=O)C2	-1%	.	3%	23	?	5%
O=C(O)/C=C1\NC(=O)c2ccccc21	-2%	0%	26%	-31	-9%	13%
Cc1ccccc1N1C(=O)NC(=O)/C(=C/c2ccc(N3CCOCC3)o2)C1=O	-26%	0%	1%	26	1%	22µM*
O=C(CSc1ncnc2ccccc12)Nc1cccc(S(=O)(=O)N2CCCC2)c1	4%	-1%	11%	-8	1%	6%
COc1ccc(Nc2nnc(-c3ccc(C(N)=O)cc3)c3ccccc23)cc1	-18%	-19%	3%	-25	9%	0%
COc1ccc2c(Cl)c(C(=O)OCC(=O)c3ccc4c(c3)NC(=O)CO4)sc2c1Cl	7%	-4%	1%	-16	3%	4%
CCOC(=O)c1c(C)[nH]c(C(=O)OC)c1CCC(=O)OC	7%	9%	10%	3	-4%	-5%
CC12COC3(C(=O)Nc4ccc(F)cc4)CC1CCC32C (stereo unspecified)	-2%	-1%	2%	-33	-3%	0%
COc1ccc(C(CCNCc2ccc(N(C)C)cc2)C(C)C)cc1 (stereo unspecified)	?	1%	?	-75*	6%	-4%
Cc1cc(C)nc(SCC(=O)N/N=C/c2cc(C)n(-c3ccccc3C)c2C)n1	19%	-8%	17%	3	-13%	-19%
CN(c1ccc(OCCOc2ccccc2Cl)cc1)S(=O)(=O)c1ccccc1	-3%[11.6 µM]	.	?	-34	.	.
COc1cc(SC)ccc1C(=O)N1CCn2c3c(c4cc(C)ccc42)CCCC31 (stereo unspecified)	.	.	.	5	-2%	-2%

New compounds follow
SMILES	AMA1 RON2 block	Giardia FBPA inh	HCV inh	HCMV inh	AmpC detergent	Sm TGR inh
COc1ccc(C(=O)N2CCN(c3ccc([N+](=O)[O-])c(NCCc4ccc(OC)c(OC)c4)c3)CC2)cc1	-11%	-14%	1µM*	-99*	-12%	1%
Cc1cc(Cl)ccc1OCC(=O)N(Cc1cccs1)C1CCS(=O)(=O)C1 (stereo unspecified)	-13%	2%	3%	-14	?	0%
COc1ccc(S(=O)(=O)Nc2cc(C(=O)NCCCOC(C)C)ccc2N2CCOCC2)cc1	-2%	0%	-9%	-8	3%	-9%
O=C(CN1C(=O)C2C3C=CC(C3)C2C1=O)Nc1ccc2nccnc2c1 (stereo unspecified)	3%	-12%	-19%	10	-3%	11%
CCN=C1SC(CC(=O)NC(C)C)C(=O)N1CC (stereo unspecified)	0%	0%	13%	69	?	5%
Cc1ccc(S(=O)(=O)NCc2c(-c3ccccc3)noc2C)cc1	6%	-10%	11%	-7	3%	72%[activator]
Cc1cc(OCCNCCO)cc(C)c1Cl	-9%	-1%	?	3	0%	2%
O=C(NCc1ccc2c(c1)OCO2)c1ccc(CSCc2ccc(Cl)cc2)o1	-11%[2.32 µM]	3%	6%	27	0%	0%
COC1CC(C)C(OC)c2cc(O)cc(c2O)NC(=O)C(C)=CC=CC(C)C(OC(N)=O)C(C)=CC(C)C1OC (stereo unspecified)	-4%	.	?	-99*	.	.
Cc1ccccc1CC(=O)Nc1sc(C(C)C)cc1C(=O)N1CCOCC1	-22%	.	-15%	22	-2%	-23%

4 of the compounds above, with bars between the fields:
smiles | AMA1 RON2 block | Giardia FBPA inh | HCV inh | HCMV inh | AmpC detergent | Sm TGR inh
Cc1cc(OCCNCCO)cc(C)c1Cl | -9% | -1% | ? | 3 | 0% | 2%
O=C(NCc1ccc2c(c1)OCO2)c1ccc(CSCc2ccc(Cl)cc2)o1 | -11%[2.32 µM] | 3% | 6% | 27 | 0% | 0%
COC1CC(C)C(OC)c2cc(O)cc(c2O)NC(=O)C(C)=CC=CC(C)C(OC(N)=O)C(C)=CC(C)C1OC (stereo unspecified) | -4% | . | ? | -99* | . | .
Cc1ccccc1CC(=O)Nc1sc(C(C)C)cc1C(=O)N1CCOCC1 | -22% | . | -15% | 22 | -2% | -23%

Continuation:
SMILES	AMA1 RON2 block	Giardia FBPA inh	HCV inh	HCMV inh	AmpC detergent	Sm TGR inh
Cc1sc2ncnc(N)c2c1C	-6%	-8%	8%	-39	-8%	14%
COC(=O)Cn1c2ccc(Cl)cc2c2nc(C)sc21	-1%	-11%	-10%	2	-2%	5%
Cc1ccc(C(=O)N2CCn3c(C)ccc3C2C)cc1 (stereo unspecified)	-5%	?	-6%	5	4%	22µM*
Cc1ccc(CNC(=O)C2CCCCN2S(=O)(=O)c2ccc(F)cc2)cc1 (stereo unspecified)	.	.	.	-4	-4%	29%
CC(C)CC1(C(=O)NCCN2CCOCC2)C=CCN1C(=O)c1ccccc1 (stereo unspecified)	8%	0%&4%	32%[activator]	9	-13%	-13%
COc1ccc(N2CCN(C(=O)NCc3ccc(C)cc3)CC2)cc1	-3%	-2%	13%	?	-1%	18%
O=C(Nc1ccc(Oc2ccc(Cl)cc2)c(Cl)c1)c1cc(I)cc(I)c1O	-8%	-21%	32µM*	?	?	-2%
CN(C)c1ccc(C(=O)NCc2ccc3c(c2)CCN3C(=O)c2ccc(Cl)cc2)cc1	.	.	.	9	-7%	-10%
COc1ccccc1NC(=O)NCc1ccco1	18%	-4%	?	-30	?	0%
CCc1ccc(CCC(=O)Nc2ccc(C)c(C)c2)o1	-1%	5%	-14%	14	?	?
COC(=O)c1ccc(NC(=O)CC2C(=O)N(c3ccccc3)C(=O)N2Cc2ccco2)cc1 (stereo unspecified)	.	.	.	17	4%	?
CC1CN(C(=O)N2CCC(C(=O)NCc3cccs3)CC2)c2cc(Cl)ccc2O1 (stereo unspecified)	.	.	.	-11	-1%	0%
c1ccc2c(c1)OCc1cn[nH]c1-2	3%	2%	3%	-19	3%	-2%
O=C1c2cccc(Cl)c2C(=O)c2c1cccc2N1CCCC1	6.3µM*	.	?	10	.	.
COc1cc(/C=C\C(=O)OCn2nnc3ccccc3c2=O)cc(OC)c1OC	-11%	-1%	-12%	57	6%	4%
N#Cc1ccc(N2CCN(C(=O)c3cccc(F)c3)CC2)c(F)c1	-6%	5%	1%	-24	-13%	-3%

Entries of single compounds, quoted from the list. Order of values: AMA1 RON2 block | Giardia FBPA inh | HCV inh | HCMV inh | AmpC detergent | Sm TGR inh
Listed for `CC1CN(C(=O)N2CCC(C(=O)NCc3cccs3)CC2)c2cc(Cl)ccc2O1` (stereo unspecified) = . | . | . | -11 | -1% | 0%
Listed for `COc1cc(/C=C\C(=O)OCn2nnc3ccccc3c2=O)cc(OC)c1OC` = -11% | -1% | -12% | 57 | 6% | 4%
